# CHRM4 antagonist: blocks acetylcholine activation of human M4 receptor; inhibition, % at 3 µM; AID 624125; actives 0.73% (n = 360,000); P08173; CHO-hM4 cells, ACh EC80, Fluo-8 calcium fluorescence;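 active = inhibition above its plate's cutoff, the mean inhibition of sample wells plus 3 SD, cut at about 27% in these data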;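 note: 0% = acetylcholine EC80 with DMSO and 100% = DMSO without agonist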
# Target sequence (P08173 whole entry, looked up): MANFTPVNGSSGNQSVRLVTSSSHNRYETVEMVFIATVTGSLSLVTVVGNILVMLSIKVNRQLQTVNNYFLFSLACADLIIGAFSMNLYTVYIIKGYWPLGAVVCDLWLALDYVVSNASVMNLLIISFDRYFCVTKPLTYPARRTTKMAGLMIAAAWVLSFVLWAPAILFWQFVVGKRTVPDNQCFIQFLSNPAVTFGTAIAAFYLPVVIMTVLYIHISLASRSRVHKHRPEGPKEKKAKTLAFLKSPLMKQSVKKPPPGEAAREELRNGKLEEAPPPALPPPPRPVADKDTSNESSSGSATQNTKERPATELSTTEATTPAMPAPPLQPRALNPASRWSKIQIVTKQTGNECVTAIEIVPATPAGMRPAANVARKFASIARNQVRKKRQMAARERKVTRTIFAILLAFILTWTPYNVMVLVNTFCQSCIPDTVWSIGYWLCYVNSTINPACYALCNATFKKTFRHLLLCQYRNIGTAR
# CHRM5 agonist: agonists of human muscarinic M5 receptor (CHRM5); P08912; CHO-K1 hM5 cells, Fluo-8 calcium fluorescence; 0% DMSO wells, 100% maximal acetylcholine response; activation, % at 3 µM; actives 0.19% (n = 360,000);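 active = activation above the run's mean over test compounds plus 3 SD, cut at about 23% in these data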;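 note: signal is peak over basal fluorescence ratio across the kinetic read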
# CRFBP-R2 block: CRF-BP/CRF-R2 complex antagonism; HEK293 CRF-R2/CRF-BP, CRF-induced calcium fluorescence; inhibition, % at 11.8 µM; actives 0.59% (n = 350,000); AID 588475;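 active = inhibition of the ligand-induced calcium signal above about 50% at the single tested concentration, limit read from the data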
# M4 PAM: CHRM4 positive allosteric modulation; P08173; CHO-K1 hM4/Gqi5, Fluo-8 calcium fluorescence, ACh EC20; 0% = ACh EC20, 100% = maximal ACh; activation, % at 3 µM; actives 0.4% (n = 360,000);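 active = activation above its plate's cutoff, the mean activation of sample wells plus 3 SD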; note: some results filed as inactive read as strong as hits
# M5 PAM: potentiates acetylcholine response at human M5 receptor; P08912; CHO-K1 hM5, Fluo-8 calcium, ACh EC20 PAM; 0% = ACh EC20, 100% = ACh EC100; activation, % at 3 µM; actives 0.3% (n = 360,000);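 active = activation above the run cutoff, the mean activation of all test compounds plus 3 SD, cut at about 18% in these data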
#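 system = human M5 receptor in CHO-K1 cells | compound = one concentration, 3 µM final (nominal) | schedule = Post-acetylcholine fluorescence recording 140 s | signal = Fluo-8 calcium dye fluorescence, kinetic read | benchmarks = low control EC20 acetylcholine (0%), high control EC100 acetylcholine (100%) | repeats = singlicate, one well per test compound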
# CHRM4 agonist: agonists of human muscarinic M4 receptor (CHRM4); CHO-K1 hM4/Gqi5, Fluo-8 calcium fluorescence; vehicle 0%, full acetylcholine response 100%; actives 0.14% (n = 360,000); activation, % at 3 µM;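 active = activation above the run mean over all test wells plus 3 SD, cut at about 32% in these data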;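 note: peak over basal fluorescence ratio per well then scaled between controls; 0% = DMSO wells and 100% = acetylcholine at EC100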
# M1 PAM: positive allosteric modulators of human M1 muscarinic receptor; P11229; CHO-K1 hM1, Fluo-8 calcium fluorescence, ACh EC20; 0% = ACh EC20, 100% = maximal ACh; activation, % at 3 µM; actives 0.088% (n = 360,000); AID 588819; in the data active = activation above about 19%, passing the limit was not always enough
# CHRM5 antagonist: CHRM5 antagonism in calcium assay; P08912; CHO-hM5 cells, Fluo-8 calcium fluorescence, ACh EC80; inhibition, % at 3 µM; actives 0.59% (n = 360,000); AID 624040;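 active = inhibition above a per-plate cutoff, the mean of that plate's test compounds plus 3 SD, cut at about 27% in these data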;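 note: 0% = acetylcholine EC80 with DMSO and 100% = DMSO without agonist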
# CRFR2-BP ag: CRF-BP/CRF-R2 complex agonism; AID 588473; actives 0.46% (n = 350,000); HEK293 CRF-R2/CRF-BP, calcium dye fluorescence (FLIPR); percent of saturating CRF peptide response; activation, % at 13.2 µM;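 active = activation of at least 50%, plus an integration ratio under a set limit after plate pattern correction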;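 note: plate controls were neutral control wells without compound for no effect and CRF at EC100 for full effect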
# An asterisk follows results filed as active. Only part of the results is shown (hit frequency here may not be typical).
# The line under a structure holds: CHRM4 antagonist	CHRM5 agonist	CRFBP-R2 block	M4 PAM	M5 PAM	CHRM4 agonist	M1 PAM	CHRM5 antagonist	CRFR2-BP ag
Cc1ccccc1NC1=NCC(C)S1 (stereo not given)
→ 7.0	-4.8	-1.2	-2.2	-3.8	1.6	-4.0	2.5	0.2
CC(=O)Nc1ccc(OC(=O)N2CCCCC2)cc1
→ -0.6	-2.4	-14.2	7.5	0.9	0.1	7.1	-3.6	2.6
C[C@H]1CN([C@@H](C)CO)C(=O)CCCn2nncc2CO[C@H]1CN(C)C(=O)Oc1ccc2ccccc2c1
→ -4.4	-0.5	-11.8	2.1	6.1	9.6	-3.0	-11.8	-1.0
CC12CN3CCN(CC(C3)C1O)C2 (stereo not given)
→ -1.1	-0.6	-0.1	-4.4	0.3	0.1	-7.6	6.8	-1.9
O=P(CN1CCN(c2ccccc2)CC1)(N1CCCCC1)N1CCCCC1
→ -0.9	1.8	-25.1	6.4	2.5	2.4	8.9	1.6	1.3
COc1cc2[nH]c(=O)n(-c3ccc(C)cc3)c(=O)c2cc1OC
→ 7.9	-3.4	4.5	-3.2	7.7	0.5	-0.8	-9.1	-0.8
c1cnc(OCCN2CC2)cn1
→ -15.3	1.8	15.0	3.0	-0.9	-0.1	5.8	0.9	-0.8
CCOC(=O)C1(CCOc2ccccc2)CCN(C(C)CSC)CC1 (stereo not given)
→ 6.8	-7.8	-1.0	-10.9	-16.4	1.6	-9.6	12.5	-0.3
O=C(CN1CC(c2ccccc2)CC1=O)Nc1cccc(F)c1 (stereo not given)
→ 2.2	1.7	-4.0	-2.5	0.7	2.5	14.9	9.1	0.4
CCc1ccc(N2C(=O)NC(=O)/C(=C\c3cccn3CCOc3ccc(C(C)C)cc3)C2=O)cc1
→ -11.5	-0.4	-33.4	6.6	-0.1	1.3	-3.5	-6.5	3.2
O=c1oc2ccccc2c(O)c1C(c1ccccn1)c1c(O)c2ccccc2oc1=O
→ 11.9	-3.2	8.5	6.3	-2.9	0.6	-2.5	4.7	5.1
CSc1nnc([C@@H](N)Cc2ccccc2)o1
→ 7.0	0.0	-0.7	-2.5	-0.7	0.2	5.7	-0.1	-2.4
CCOP(=O)(OCC)C(O)c1ccc(Br)cc1 (stereo not given)
→ 12.2	-1.8	27.7	-1.4	-3.0	-0.4	2.4	1.7	-0.3
CC(C)OCCCNC(=O)c1c(N)n(Cc2cccs2)c2nc3ccccc3nc12
→ 10.5	1.9	-0.9	8.4	-1.4	3.1	3.9	-1.0	-1.6
O=[N+]([O-])c1ccccc1CNCCc1ccc(F)cc1
→ -2.0	-2.7	-1.9	-2.8	-0.7	1.9	-3.5	-4.3	-1.1
CCC(=O)O[C@H]1CC[C@H]2[C@@H]3CCC4=CC(=O)CC[C@]4(C)[C@H]3CC[C@]12C
→ 11.4	-2.8	-6.1	-16.6	-12.1	-1.4	-28.9	0.9	0.1
C[C@]12CCC(=O)C=C1CC[C@@H]1C2CC[C@]2(C)C(=O)CCC12 (stereo not given in full)
→ 16.8	-1.7	6.2	-14.2	0.1	1.7	-0.4	7.5	-0.8
COc1ccc(NP(=O)(Oc2cccc(C)c2)Oc2cccc(C)c2)cc1OC
→ 5.1	11.8	-7.1	0.7	-6.2	15.6	1.4	16.2	1.4
Cc1nn(Cc2ccccc2)c(Cl)c1C(=O)NC1CCCc2ccccc21 (stereo not given)
→ 4.7	-4.6	90.5*	-12.7	-16.3	4.9	-8.3	8.6	1.8
Cc1cccc(-n2c(O)c(/C=C/C=Nc3ccccc3)c(=O)[nH]c2=O)c1
→ -4.3	7.9	-52.0	-1.5	1.8	6.6	-9.3	3.9	55.8*
CC(=O)OC1CC[C@]2(C#N)[C@H]3CC[C@]4(C)[C@H](C5C=CC(=O)O5)CCC4(O)C3CCC2(O)C1 (stereo not given in full)
→ -9.0	-1.2	-0.2	-0.2	0.4	4.3	6.4	3.3	-2.4
CCc1ccc2c(CN3CC=C(c4ccccc4)CC3)cc(=O)oc2c1
→ 9.0	-4.5	5.6	-1.7	-0.8	0.8	-0.2	-3.8	0.8
O=C1NC(=O)N(Cc2ccccc2)C(=O)/C1=C/c1cnc(-c2ccccc2)nc1
→ -4.7	-1.9	-4.5	-1.6	-9.2	0.8	0.8	17.7	-0.3

# An excerpt of these results, as tab-separated lines:
Molecule	CHRM4 antagonist	CHRM5 agonist	CRFBP-R2 block	M4 PAM	M5 PAM	CHRM4 agonist	M1 PAM	CHRM5 antagonist	CRFR2-BP ag
Cc1ccccc1NC1=NCC(C)S1 (stereo not given)	7.0	-4.8	-1.2	-2.2	-3.8	1.6	-4.0	2.5	0.2
CC(=O)Nc1ccc(OC(=O)N2CCCCC2)cc1	-0.6	-2.4	-14.2	7.5	0.9	0.1	7.1	-3.6	2.6
C[C@H]1CN([C@@H](C)CO)C(=O)CCCn2nncc2CO[C@H]1CN(C)C(=O)Oc1ccc2ccccc2c1	-4.4	-0.5	-11.8	2.1	6.1	9.6	-3.0	-11.8	-1.0
CC12CN3CCN(CC(C3)C1O)C2 (stereo not given)	-1.1	-0.6	-0.1	-4.4	0.3	0.1	-7.6	6.8	-1.9
O=P(CN1CCN(c2ccccc2)CC1)(N1CCCCC1)N1CCCCC1	-0.9	1.8	-25.1	6.4	2.5	2.4	8.9	1.6	1.3
COc1cc2[nH]c(=O)n(-c3ccc(C)cc3)c(=O)c2cc1OC	7.9	-3.4	4.5	-3.2	7.7	0.5	-0.8	-9.1	-0.8
c1cnc(OCCN2CC2)cn1	-15.3	1.8	15.0	3.0	-0.9	-0.1	5.8	0.9	-0.8
CCOC(=O)C1(CCOc2ccccc2)CCN(C(C)CSC)CC1 (stereo not given)	6.8	-7.8	-1.0	-10.9	-16.4	1.6	-9.6	12.5	-0.3
O=C(CN1CC(c2ccccc2)CC1=O)Nc1cccc(F)c1 (stereo not given)	2.2	1.7	-4.0	-2.5	0.7	2.5	14.9	9.1	0.4
CCc1ccc(N2C(=O)NC(=O)/C(=C\c3cccn3CCOc3ccc(C(C)C)cc3)C2=O)cc1	-11.5	-0.4	-33.4	6.6	-0.1	1.3	-3.5	-6.5	3.2
O=c1oc2ccccc2c(O)c1C(c1ccccn1)c1c(O)c2ccccc2oc1=O	11.9	-3.2	8.5	6.3	-2.9	0.6	-2.5	4.7	5.1
CSc1nnc([C@@H](N)Cc2ccccc2)o1	7.0	0.0	-0.7	-2.5	-0.7	0.2	5.7	-0.1	-2.4
CCOP(=O)(OCC)C(O)c1ccc(Br)cc1 (stereo not given)	12.2	-1.8	27.7	-1.4	-3.0	-0.4	2.4	1.7	-0.3

# Screening results as filed in PubChem BioAssay.
